HP1b chromo inh – inhibitors of HP1-beta chromodomain binding to methylated histone tails; AlphaScreen HP1-beta / biotin-H3K9me3 peptide binding; AID 540317; 390,000 compounds, 0.56% hits; P83916; Potency, µM (doses to about 114 µM), for the others: top-dose activity change, negative = inhibition, actives largely listed as inhibitors; further: potency means the concentration at half of the fitted maximal effect; nearly all actives have a fitted effect of over 70% in size; inactives centre near 23
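AlphaScreen: HP1-beta (50 nM) preformed 30 min with biotin-H3(1-18)K9me3 peptide (50 nM) in PBS pH 7.4, 0.01% Tween-20. Compound added for 30 min at RT, then streptavidin donor/nickel chelate acceptor beads (10 ug/mL) for 30 min.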
Pin1 inhibitor – human Pin1 inhibition. Q13526. Pin1 FP peptide displacement, HiFluor488, 10 min. Potency, µM (top dose mostly 115 µM), without a hit: top-dose activity, negative = inhibition, hits mostly inhibitors. 390,000 compounds, 0.009% hits. AID 504891; active means well fitted inhibition curve with a large enough effect in the polarisation, with a control signal flat, not every such curve was filed as active; inconclusive means small, poorly fitted or top-dose-only effect, or effect the other way, or a change in a side signal; inactive means no such curve, though single readings can be large or run the other way; the % refers to the polarisation; further: potency means the concentration at half of the fitted maximal effect; on the % scale 0 is the no-effect control and ±100 the full control effect
GLS inhibitor – inhibitors of human glutaminase (GLS). GLS enzymatic activity, qHTS titration. O94925. 410,000 compounds, 0.21% hits. AID 624170. Potency, µM (titrated, usually from 45.5 µM), for inactives: at the top dose activity change, negative = inhibition, most hits filed as inhibitors; further: potency means the concentration at half of the fitted maximal effect; on the % scale 0 is the no-effect control and ±100 the full control effect
Target sequence (O94925 whole entry, looked up): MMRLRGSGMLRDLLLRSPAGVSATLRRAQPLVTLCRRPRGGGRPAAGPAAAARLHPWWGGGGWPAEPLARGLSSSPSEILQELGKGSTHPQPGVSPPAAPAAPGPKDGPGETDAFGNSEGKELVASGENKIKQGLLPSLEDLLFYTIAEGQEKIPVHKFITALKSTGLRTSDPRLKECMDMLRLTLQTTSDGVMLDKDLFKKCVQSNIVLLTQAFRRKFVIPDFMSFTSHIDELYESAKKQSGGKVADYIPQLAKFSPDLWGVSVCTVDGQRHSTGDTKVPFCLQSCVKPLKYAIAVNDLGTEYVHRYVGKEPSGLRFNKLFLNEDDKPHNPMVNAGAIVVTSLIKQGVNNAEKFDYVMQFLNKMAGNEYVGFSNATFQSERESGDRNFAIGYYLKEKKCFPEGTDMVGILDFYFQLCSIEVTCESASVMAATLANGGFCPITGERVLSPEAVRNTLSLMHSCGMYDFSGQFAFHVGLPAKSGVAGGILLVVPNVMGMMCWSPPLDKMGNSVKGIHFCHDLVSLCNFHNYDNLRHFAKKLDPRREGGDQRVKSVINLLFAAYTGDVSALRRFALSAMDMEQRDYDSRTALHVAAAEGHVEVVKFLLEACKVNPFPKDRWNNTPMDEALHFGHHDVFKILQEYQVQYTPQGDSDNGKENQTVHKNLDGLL
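Human kidney-isoform GLS in 45 mM KH2PO4 pH 8.2, 0.02% Tween-20, with compound, started with 1mM L-Glutamine (added stock). Glutamate oxidase/HRP/Amplex red coupled fluorescence read at start and after 30 min at RT.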
PGK inhibitor – blocks T. brucei phosphoglycerate kinase; Potency, µM (highest dose often 57.5 µM), inactives show top-dose activity change, negative = inhibition, usual class: inhibitors; 380,000 compounds, 0.043% hits; AID 602233; PGK/GAPDH coupled, Kinase-Glo luminescence, 60 min; P07378; further: potency means the concentration at half of the fitted maximal effect; on the % scale 0 is the no-effect control and ±100 the full control effect; nearly all actives have a fitted effect of over 60% in size
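Luminescent ATP detection (Kinase-Glo Plus) follows a 60-minute room-temperature incubation, with wells lacking PGK as controls. Buffer: 100 mM TEA (pH 7.6), 5 mM MgCl2, 0.01% Tween-20. Coupling enzyme GAPDH (100 nM final) supplies unstable 1,3-BPG in-well.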
BAZ2B block – inhibitors of human BAZ2B bromodomain; Q9UIF8; 360,000 compounds, 4.4% hits; AlphaScreen BAZ2B-H3K14Ac peptide displacement; Potency, µM (doses to about 114 µM), without a hit: top-dose activity change, negative = inhibition, usual class: inhibitors; further: potency means the concentration at half of the fitted maximal effect; on the % scale 0 is the no-effect control and ±100 the full control effect; nearly all actives have a fitted effect of over 60% in size
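Multi-concentration screen (max 110 uM) measuring displacement of acetylated histone H3 peptide from BAZ2B by AlphaScreen, using 50 nM protein, 50 nM peptide and 10 ug/mL streptavidin donor plus Ni-chelate acceptor beads.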
POLH inh – DNA polymerase eta (human) inhibition; 390,000 compounds, 1.2% hits; AID 588591; Potency, µM (series often up to 114 µM), without a hit: at the highest dose activity change, negative = inhibition, actives largely listed as inhibitors; Q9Y253; recombinant Pol eta, fluorescent DNA replication assay; further: potency means the concentration at half of the fitted maximal effect; on the % scale 0 is the no-effect control and ±100 the full control effect
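Fluorescent replication assay: 50 nM final substrate added after a 15 min room-temperature compound preincubation with 10 nM enzyme. Signal taken at 0 min and again at 10 min.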
G9a inh – G9a (human) methyltransferase inhibition | G9a H3K9 monomethylation, AlphaScreen, 2 h | Potency, µM (series often up to 102 µM), inactives show at the highest dose activity, negative = inhibition, usual class: inhibitors | 350,000 compounds, 8.8% hits; further: potency means the concentration at half of the fitted maximal effect; on the % scale 0 is the no-effect control and ±100 the full control effect; nearly all actives have a fitted effect of over 75% in size
Target sequence (Q96KQ7 913-1193 limits assumed): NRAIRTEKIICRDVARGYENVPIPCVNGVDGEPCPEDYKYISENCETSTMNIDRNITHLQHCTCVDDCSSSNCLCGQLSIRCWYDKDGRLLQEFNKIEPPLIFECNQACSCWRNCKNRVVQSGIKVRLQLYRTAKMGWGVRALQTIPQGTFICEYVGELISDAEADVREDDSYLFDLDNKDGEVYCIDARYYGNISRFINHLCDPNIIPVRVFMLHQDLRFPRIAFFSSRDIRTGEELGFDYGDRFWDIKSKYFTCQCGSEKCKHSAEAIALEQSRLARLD
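Compounds were preincubated with 20 nM G9a for 15 min, after which biotinylated H3K9 peptide (500 nM) and SAM (20 uM) started a 2 h room-temperature reaction. Monomethylated product was quantified by antibody-based AlphaScreen chemiluminescence.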
PI4K2A inh – PI4K2A (human) kinase inhibition. Q9BTU6. purified PI4K2A, ADP-Glo luminescence, 1 h; hits give low values. activity change, negative = inhibition, % at 76.9 µM. 420,000 compounds, 0.13% hits; in the data active means activity change below about -50%; inconclusive means mostly about -30% to -49%;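 further: -100% = wells without enzyme as full effect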
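PI4K2A activity was measured by ADP-Glo luminescence: enzyme (4 ug/mL stock) and phosphatidylinositol (1.2 mM stock) in Tris pH 7.5/MgCl2/EGTA/Triton X-100 buffer were reacted with ATP (300 microM stock) for one hour at ambient temperature.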
JMJD2A Tudor – blocks the human JMJD2A Tudor domain | Potency, µM (series often up to 114 µM), without a hit: at the top dose activity change, negative = inhibition, usual class: inhibitors | O75164 | AlphaScreen JMJD2A-Tudor / H3K4me3 peptide binding | 390,000 compounds, 4.4% hits | AID 504339; further: potency means the concentration at half of the fitted maximal effect; on the % scale 0 is the no-effect control and ±100 the full control effect; nearly all actives have a fitted effect of over 50% in size
The depositor's hits bear a star; i = inactive; u = inconclusive; x = no result given; [ ] = remark or other dose. Unless noted, the call rests on the fitted dose curve; in most records, active means well fitted curve in the direction sought with a large enough effect; inconclusive means small, poorly fitted or top-dose-only effect, or another doubt; inactive means no such curve, though single readings can be large; an effect the other way counts as inactive or inconclusive. Some of the compounds tested; the hit share may differ from the screen's.

Molecule,HP1b chromo inh,Pin1 inhibitor,GLS inhibitor,PGK inhibitor,BAZ2B block,POLH inh,G9a inh,PI4K2A inh,JMJD2A Tudor
Cc1ccc(NC(=S)N(CCCN2CCCC(C)C2)Cc2ccco2)cc1C (centres undefined),20%,-4%,-11%,-1%,-22%,-14%,u,-4,u
Cc1cc(Cl)ccc1OCC(=O)N1C(C)CCCC1C (centres undefined),36%,-6%,-1%,-1%,3%,-21%,-10%,1,-1%
O=C(Nc1ccc(NC(=O)c2ccccc2Cl)nc1)c1ccco1,30%,-3%,6%,-3%,4%,-13%,23%,-4,-15%
COc1ccc(CCNCC(O)COc2cccc(C(C)=O)c2)cc1OC (centres undefined),u,-4%,-3%,-9%,71µM*,-10%,4%,0,25µM*
O=S(=O)(NCC1CCCO1)c1ccc(-c2ccc(S(=O)(=O)NCC3CCCO3)cc2)cc1 (centres undefined),21%,-5%,14%,-6%,-20%,-4%,16%[12.7 µM],-1,-22%
Cc1cc(C)nc(NNC(=O)c2ccccc2O)n1,40%,2%,4%,-1%,-4%,-2%,5%,-5,-6%
CC(C)c1ccc(C2(O)C(=O)Nc3cc(Br)ccc32)c(O)c1 (centres undefined),-14%,-2%,23%,i,-16%,-12%,5%[12.7 µM],4,u
COc1cccc(C(=O)NNC(=O)CCN2CCN(c3ccccc3)CC2)c1,26%,0%,-7%,-7%,x,-4%,x,-2,-12%
Cc1cccc(NC(=O)c2nc[nH]c2C(=O)N2CCN(C(=O)OC(C)(C)C)CC2)c1,40%[activator],0%,-1%,i,u,-10%,-4%[0.501 µM],-4,-16%
Cc1c(NC(=O)c2ccco2)cccc1C(=O)NN1C(=O)c2ccccc2C1=O,26%,-4%,1%,0%,-21%,-9%,-22%,0,-2%
O=C(N/N=C/c1ccc(OC(F)F)cc1OC(F)F)NC1CCCCC1,35%,6%,5%,i,-14%,-27%,1%,-18,-10%
CCn1cc(CCCC(=O)NCc2cccc(OC)c2)c2ccccc21,2%,0%,-2%,i,u,-13%,-12%,7,u
COc1ccc(C2CC(=O)C(C=NCCN3CCN(C(C)=O)CC3)=C(O)C2)cc1 (centres undefined),35%[activator],-5%,2%,x,0%,1%,-12%[59 µM],5,-6%
O=C1OC(c2ccccc2)c2ccccc21 (centres undefined),26%,-1%,3%,i,23%,-8%,-27%,-1,10%
CCOc1ccc(OCC)c(NC(=O)c2cnn(-c3ccc(F)cc3)c2C2CCN(C(=O)OC(C)(C)C)CC2)c1,12%,14%,-1%,11%,-15%[57.1 µM],-13%,u,0,u
O=C(COc1ccc(Cl)cc1Cl)NCc1ccco1,11%,-7%,-6%,-1%,-36%,0%,56µM*,-7,-23%
CCC1(c2ccccc2)NC(=O)N(CC(=O)Nc2cccc(C#N)c2)C1=O (centres undefined),15%,-2%,3%,-2%,-6%,-4%,6%[12.7 µM],4,-8%
O=c1[nH]c2ccccc2c(=O)n1CCCO,52%[activator],-10%,-5%,i,6%,-9%,32%,7,-2%
CC(C)(C)C(=O)c1sc2nc(-c3cccs3)cc(C(F)(F)F)c2c1N,173%[activator],u,1%,-4%,23%,-11%,u,0,43%[activator]
COc1ccccc1N1CCN(C2=NS(=O)(=O)c3ccccc32)CC1,13%,-3%,26%,0%,15%,8%,u,0,-22%
CC(C)[C@H](NC(=O)c1ccccc1)C(=O)OCC(=O)Nc1ccc2c(c1)OCCO2,21%,-10%,-9%,-3%,8%,-16%,1%,4,-1%
Cc1ccc(/C=N/Nc2nc(C)cc(C)n2)cc1,35%,0%,6%,-7%,-24%,7%,u,-5,-8%
COc1cc(Cl)c(C)cc1NC(=O)CSc1ccc(NC(C)=O)cc1,20%,1%,4%,-9%,-31%,-18%,5%[59 µM],-3,-23%
Cc1nc(C(=O)NNC(=O)c2ccccc2Cl)c(C(F)(F)F)o1,31%,2%,-9%,-6%,u,-10%,-4%,-2,u
S=c1[nH]nc(-c2cc(-c3ccccc3)n[nH]2)n1/N=C/C(Br)=C/c1ccccc1,18%,1%,9%,-9%,10µM*,50µM*,22µM*,-10,56µM*
O=C(Cc1ccc([N+](=O)[O-])cc1)NNC(=O)c1cccs1,19%,2%,-1%,5%,-7%,-8%,16%,2,-4%
CCOC(=O)c1c(NC(=O)c2cc(CC)on2)sc(C(C)=O)c1C,22%,-4%,-11%,-4%,2%,-3%,u,-5,5%
CCOC(=O)C1(CCCc2ccccc2)CCN(C(=O)c2cnn(CC)c2)CC1,28%,1%,12%,-10%,-15%,-9%,-32%,-5,-7%
O=C(OCC(=O)N1CCOCC1)c1ccccc1SCC(=O)N1CCCC1,29%,4%,0%,-2%,0%,3%,u,2,-17%
COCCN(C(=S)Nc1ccc(C)cc1)C(C)c1cccnc1 (centres undefined),15%,1%,-11%,6%,0%,-6%,54%,0,-17%
CCCN(C(=O)Cc1c(C(=O)O)n(C)c2ccccc12)c1cccc(C)c1,42%[activator],-4%,24%,0%,-4%,-12%,26%[0.501 µM],0,-5%
COc1cc(C#Cc2c(-c3ccccc3)n(C)c3ccccc23)cc(OC)c1,123%[activator],31%[activator],3%,-10%,28%,-1%,21%,-2,43%[activator]
O=C(CC1SCCNC1=O)Nc1cccc(C(F)(F)F)c1 (centres undefined),25%,35%,3%,-2%,-4%,-4%,u,1,-6%
Cc1cccc(NC(=O)Cn2cc(C(=O)c3ccco3)c3ccccc32)c1C,14%,35%[activator],0%,-3%,u,79µM*,-31%[59 µM],1,-17%
Cc1cc(NN)nc(NS(=O)(=O)c2ccccc2Cl)n1,19%,-1%,8%,-9%,3%,-17%,-5%,-3,-11%
COc1ccc2c(C)cc(=O)oc2c1C,10%,-2%,-7%,-3%,13%,6%,1%[59 µM],17,-16%
CCc1cccc(CC)c1-n1c(SCn2nnc3ccccc3c2=O)nnc1-c1cccnc1,4%,u,16%,-5%,u,-18%,-48%[59 µM],1,-18%
O=C(OCC(=O)C12CC3CC(CC(C3)C1)C2)c1cccnc1Cl,41%[activator],-1%,3%,-3%,14%,-9%,33%[59 µM],1,11%
COc1ccc(C(=O)/C=C/Nc2cccc(O)c2)cc1,29%,-3%,x,-1%,-30%,-3%,40µM*,-3,11%
CCc1cccc(C)c1N(C(=O)Cn1c(CO)nc2ccccc21)C(C)COC (centres undefined),45%[activator],5%,-7%,-2%,11%,-17%,4%[59 µM],-6,-5%
CCc1ccc(OCC(=O)NNC(=O)c2nn(CC)c(=O)c3ccccc23)cc1,18%,6%,8%,-1%,-10%,8%,1%,6,-2%
Cc1ccc(S(=O)(=O)Nc2ccc3[nH]c(=O)[nH]c3c2)c(C)c1,-16%,-8%,-25%,9%,-20%,5%,u,4,-17%
CN(CC1COc2ccccc2O1)C(=O)c1cc(COc2c(F)cccc2F)on1 (centres undefined),67%[activator],5%,0%,-5%,13%,-15%,106%[activator],-1,43%[activator]
COc1ccc(NC(=O)c2oc3ccccc3c2NC(=O)C23CC4CC(CC(C4)C2)C3)c(OC)c1,25%,-5%,-8%,1%,-16%,-18%,9%[59 µM],4,-15%
COc1ccccc1C(=O)Nc1ccc(OCC(=O)N2CCCCC2)cc1,33%,4%,12%,-3%,0%,-9%,12%[2.33 µM],1,2%
O=S(=O)(c1ccc(S(=O)(=O)n2cnc3ccccc32)cc1)N1CCCCCC1,5%,-4%,4%,2%,-7%,-6%,-8%[59 µM],6,u
COc1ccc(-c2n[nH]c(=S)n2-c2ccccc2C)cc1,-18%,-9%,6%,-5%,3%,-13%,4.5µM*,2,u
Cc1nc2nc(-c3ccccc3)[nH]n2c(=O)c1Cc1ccccc1,42%[activator],-2%,10%,1%,-28%,-17%,-5%[59 µM],-1,-1%
CN(C)CCCNc1oc(-c2cccc(Cl)c2)nc1C#N,-4%,-1%,17%,-2%,u,-6%,u,5,-23%
Cc1ccc(NC(=O)NC(=O)COc2ccccc2C(N)=O)c(C)c1,44%[activator],-4%,-2%,-8%,8%,-17%,-5%[12.7 µM],2,-4%
CSc1ncc(Cl)c(C(=O)N(Cc2ccc(N(C)C)cc2)Cc2ccco2)n1,u,3%,16%,i,18µM*,-19%,13µM*,9,22µM*
COc1ccc(NC(=O)N2CCc3cc(OC)c(OC)cc3C2)cc1,2%,-1%,24%,8%,4%[0.457 µM],-1%,x,2,-13%
Cc1nc(C#N)c(N/N=C/c2c(F)cccc2Cl)o1,35%,u,21%,1%,-27%,-14%,5%,-1,-23%
CCC(C)NC(=O)CSc1nc2c(sc3ccccc32)c(=O)n1Cc1ccccc1Cl (centres undefined),11%,-9%,-7%,-6%,2%,-5%,8%[59 µM],-3,-11%
CC(C)(C)C1C/C(=C/c2ccco2)C(=O)/C(=C/c2ccco2)C1 (centres undefined),40µM*,u,22µM*,u,25µM*,28µM*,40µM*,4,32µM*
CCOC(=O)c1ccc(NC(=O)N2CCN(C(=O)C3CCCO3)CC2)cc1 (centres undefined),5%,-6%,2%,i,-8%,-6%,x,1,-14%
